# Screens (PubChem)
# MIN6 prolif: MIN6 beta-cell proliferation induction | AID 2380 | MIN6 cells proliferation, ATPlite luminescence, 48 h; cells starved in 0.2% serum; 100% = growth in 10% serum | 330,000 tested, 0.29% active | proliferation, % at 10 µM;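 active = compounds whose signal lies at least 3.5 SD above the mean of all wells on their plate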;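 also: 0% = DMSO-treated cells in low-serum medium and 100% = 10% serum control; some compounds called inactive have numbers as strong as hits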
# MPTP block: permeability transition pore inhibition; isolated mouse mitochondria, Ca2+ swelling absorbance, 30 min; inhibition, % at 10 µM; 360,000 tested, 1.4% active;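 active = inhibition of 50% or more, scaled per plate between neutral and stimulator controls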;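 also: 0% = DMSO wells given calcium and 100% = 1 mM EGTA wells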
# tim23-1 inh: growth inhibitors of tim23-1 mutant yeast | inhibition, % at 20 µM | S. cerevisiae tim23-1 growth, BacTiter-Glo luminescence, 24 h | AID 463212 | 330,000 tested, 1.3% active;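 active = growth inhibition of the mutant yeast at or above 50%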;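 also: temperature-sensitive mutant grown at 25 °C; plate controls were DMSO-treated mutant yeast for no effect and medium wells lacking yeast for full effect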
# APJ antagonist: APJ receptor antagonism; AID 2521; inhibition, % at 20 µM; 330,000 tested, 0.32% active; CHO-K1 APJ beta-arrestin complementation, luminescence;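 active = inhibition above about 40% at 20 µM, limit read from the data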;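 also: cells challenged with 10 nM apelin-13 agonist together with compound; plate controls were apelin-13 plus DMSO wells for no effect and DMSO wells lacking apelin-13 for full effect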
# Target sequence (P35414 whole entry, looked up): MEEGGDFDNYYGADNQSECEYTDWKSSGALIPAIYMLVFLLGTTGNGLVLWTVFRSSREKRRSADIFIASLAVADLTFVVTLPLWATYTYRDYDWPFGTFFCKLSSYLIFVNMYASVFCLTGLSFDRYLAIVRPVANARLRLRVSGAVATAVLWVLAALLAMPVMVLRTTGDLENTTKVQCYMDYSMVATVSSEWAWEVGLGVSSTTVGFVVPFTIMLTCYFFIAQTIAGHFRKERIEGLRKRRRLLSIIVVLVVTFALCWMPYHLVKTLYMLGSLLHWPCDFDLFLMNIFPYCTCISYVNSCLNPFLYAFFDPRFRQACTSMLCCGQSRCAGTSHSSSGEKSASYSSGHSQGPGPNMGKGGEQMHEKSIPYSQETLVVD
# NR3A LBD binder: NR3A (human) ligand-binding domain modulation; NR3A LBD differential scanning fluorimetry, Tm shift; 0% = protein alone, 100% = glycine-bound protein; Tm shift relative to glycine control, % at 25 µM; 340,000 tested, 2.5% active; AID 1259313;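 active = melting temperature shift of at least 10% of the positive control shift, at one fixed dose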
# TIM10 inh: inhibits growth of TIM10 yeast strain; S. cerevisiae TIM10 strain growth, BacTiter-Glo luminescence, 24 h; inhibition, % at 10 µM; 330,000 tested, 1.4% active;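 active = inhibition of 40% or more at the single tested concentration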;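 also: wild-type TIM10 isogenic control strain grown at permissive 25 °C; 0% = DMSO yeast wells and 100% = minimal medium wells without yeast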
# NLRP3 yeast inh: inhibitors of NALP3 inflammasome in yeast; Yeast reconstituted NLRP3/ASC/caspase-1, beta-gal luminescence, 24 h; inhibition, % at 10 µM; 330,000 tested, 0.39% active;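 active = inhibition of 50% or more; inactive = inhibition below 50%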;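 also: plate controls were induced DMSO wells for no effect and uninduced yeast grown without galactose for full effect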
# APJ agonist: agonists of human APJ apelin receptor; P35414; CHO-K1 APJ PathHunter beta-arrestin, luminescence; 0% DMSO wells, 100% apelin; activation, % at 20 µM; 330,000 tested, 0.11% active;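 active = activation more than six SD over the plate average, tested at 20 µM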;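 also: 0% = DMSO alone and 100% = apelin-13 at 10 nM; some results filed as inactive read as strong as hits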
#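 assay system = CHO-K1 APJ beta-arrestin complementation cell line | input = cell density 1000 per well | dosing = compound 20 µM once, DMSO 1% | timing = compound 90 min 25 °C, reagent 1 h | measured by = luminescence from split beta-galactosidase complementation, Galacton Star/Emerald II substrate | read-out basis = APJ agonist activity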
# tim10-1 inh: inhibits growth of tim10-1 mutant yeast | inhibition, % at 20 µM | S. cerevisiae tim10-1 ts strain growth, BacTiter-Glo, 24 h | 330,000 tested, 2.2% active;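 active = inhibition of at least 40%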;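 also: mutant grown at 25 °C; 0% = DMSO wells with yeast and 100% = wells holding no yeast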
# The depositor's hits bear a star; . = not tested or not shown; & = joins results of further samples.
SMILES,MIN6 prolif,MPTP block,tim23-1 inh,APJ antagonist,NR3A LBD binder,TIM10 inh,NLRP3 yeast inh,APJ agonist,tim10-1 inh
O=C(Nc1ccccc1)OCCCCCOC(=O)Nc1ccccc1,-1,0.5,7,9,46*,-12,11,-4,-1
O=c1oc(-c2ccccc2)nc2ccsc12,-2,0.3,25,11,0,-3,-18,7,14
Cc1ccccc1NC(=O)Cc1nnc(SCC(=O)NC2CCCC2)n1C,0,-0.4,-12,6,-1,5,4,-2,-24
COc1ccc(C(=O)Oc2ccc3ccc(=O)oc3c2)cc1,1,-0.5,9,-2,-2,5,12,-1,9
Cc1ccc(N(CC(O)Cn2c3ccccc3c3ccccc32)S(C)(=O)=O)cc1 (centres undefined),-3,2.3,37,0,3,15,6,2,15
CN(C(=O)c1ccncc1)C1CCS(=O)(=O)C1 (centres undefined),0,-1.7,14,14,2,2,6,-5,-11
O=C(OCCN1CCOCC1)c1cccnc1,-1&2,-0.3&-0.1,3&23,-14&3,2&-1,1&14,4&6,-2&0,0&13
O=C(O)c1cccc(N2C(=O)c3cccc(Oc4ccc(Cl)cc4)c3C2=O)c1,-2,17,17,8,-1,-1,7,-4,4
CN(C)S(=O)(=O)c1ccc(-c2csnn2)s1,2,1.1,-1,-5,3,4,-18,9,7
CCOC(=O)Cc1csc(NC(=O)CSc2nc(=O)[nH]c3c2CCCC3)n1,-3,-1.7,-8,-28,0,4,13,-5,-14
CC(C)(C)C(=O)C(Cl)C(=O)Nc1ccccc1 (centres undefined),-6,0.5,70*,6,2,-58,-27,-1,36
COC(=O)c1c(-c2ccc(S(C)(=O)=O)cc2)sc2cc(OC)ccc12,-1,1.8,22,7,0,22,4,-2,12
CSCCC(NC(=O)c1ccc([N+](=O)[O-])cc1Cl)C(=O)OCC(=O)N(C)C (centres undefined),-1,-5.8,-10,-27,-7,-16,2,.,-7
CN(CC(=O)Nc1ccc(F)cc1)CC(=O)N(C)C1(C#N)CCCCC1,-2,-0.1,12,5,0,3,5,-4,7
COc1ccc(-n2c(COc3ccc4ccccc4c3)nnc2SCC(=O)NCc2ccco2)cc1,-5,-0.2,19,13,6,20,12,-4,5
COC(=O)c1ccc(C(=O)OC)c(-n2c(=O)c3ccccc3c3ccccc3c2=O)c1,-2,-0.3,43,18,-2,9,-5,-3,21
CCCC(=O)n1nc(-c2ccccc2)nc1N,-4,-0.3,10,-1,1,2,4,-6,-3
CC(C)(C)c1cc[n+](-c2[nH]c(=O)sc2/C=N/N=C(\[O-])c2ccccc2)cc1,-1,-1.9,0,-24,3,1,4,4,5
O=C(O)c1ccc2oc(SCC(=O)N3CCCCC3)nc2c1,-3,-0.3,7,4,3,2,7,-6,0
CCOc1ccccc1NC(=O)C1CCN(c2ccc(S(=O)(=O)N3CCCC3)cc2)CC1,0,-0.2,2,10,-2,-9,0,-3,4
Cc1ccc(C2CC(c3cccc(NS(C)(=O)=O)c3)=NN2S(C)(=O)=O)cc1 (centres undefined),1,1.3,2,18,-1,2,9,0,6
FC(F)(F)c1cccc(Oc2cc(C(F)(F)F)nc(-c3ccccn3)n2)c1,-4,1.7,21,11,1,10,5,-5,21
S=C(Nc1ccc2c(c1)OCO2)N1CCCC1,-4,-0.8,-4,-18,1,-8,10,-2,-2
Cc1nc2sc(-c3ccccc3)cc2c(=O)n1N,-6,-0.7,13,0,-1,-8,26,-1,28
Cc1ccc(C(=O)COC(=O)c2cnccn2)cc1[N+](=O)[O-],-1,0.3,9,46*,-3,-1,10,-6,8
O=C(Cc1csc(-c2ccccc2)n1)Nc1ccc(C(F)(F)F)cc1,-1,30,14,-1,13*,3,29,-2,-15
COc1cc(/C=C2/SC(=S)N(CC(=O)Nc3cccnc3)C2=O)cc(OC)c1OC,0,6.3,16,23,-5,2,11,-1,7
COc1ccc(NC(=S)N2CCCC(c3nc4ccc(C)cc4[nH]3)C2)cc1 (centres undefined),-1,-0.9,3,-9,2,15,23,1,8
COc1ccc(CCCC(=O)NC2CCCCC2)cc1,-6,0.3,9,13,0,21,22,2,2
Cc1c(CC(=O)N2CCN(C(=O)C3COc4ccccc4O3)CC2)c(=O)oc2cc(O)c(Cl)cc12 (centres undefined),1,-1.1,-2,2,3,5,-7,2,12
CCOc1cc(C(=S)N2CCOCC2)ccc1OC(=O)c1ccccc1,-4,0.4,37,14,-5,5,10,0,22
COc1ccc(CNC(=O)/C=C/c2ccc(S(=O)(=O)N3CCOCC3)cc2)cc1,-2,-0.5,2,2,2,-1,13,-2,5
CCOc1ccccc1N1CCN(C(=O)CCCN2C(=O)c3cccc4cccc(c34)C2=O)CC1,0,0.0,37,0,-3,12,10,-1,23
CN1CCN(CC(=O)N2CCn3c4c(c5cc(C6CCCCC6)ccc53)CCCC42)CC1 (centres undefined),-6,98*,-119,-4,-4,25,13,1,20
Cc1cc(OCC(=O)OCC(=O)NCc2cccs2)ccc1Cl,-1,-0.6,1,8,-4,-8,14,2,6
C=CCN1C(=O)N(c2ccc(F)cc2)C(=O)C1CC(=O)Nc1ccc(Cl)cc1 (centres undefined),-4,1.6,21,0,-7,17,3,-5,18
Clc1ccc(OCCCCCN2CCCC2)c(Br)c1,-3,-4.7,-120,18,-4,-23,18,-4,-11
COCc1cc(=O)[nH]c(SCCS(=O)(=O)c2ccc(Cl)cc2Cl)n1,-3,2.9,58*,-2,-1,44*,-11,-1,31
O=C(N/N=C\c1ccc(OC(=O)c2cccs2)cc1)c1ccc(Cl)cc1,0,-1.7,2,12,-34,-27,12,3,-10
COc1ccc(N2CCN(C(=O)COC(=O)c3ccc(Cl)nc3)CC2)cc1,5,-1.6,-2,-19,-3,4,24,-1,11
O=C(COC(=O)c1cc(Cl)cc(Cl)c1)NCCN1C(=O)CSC1=O,0,0.7,6,-3,-3,9,2,-1,13
Cc1nc2ccccc2nc1OCc1ccc([N+](=O)[O-])cc1,-3,-0.2,-4,-10,0,0,9,0,4
COc1cccc(NC(=O)NC(=O)c2c(C)cc(Cl)nc2Cl)c1,0,0.1,38,0,0,20,2,18,36
CC(=O)n1nc(-c2ccccc2)nc1NCc1cccs1,-3,1.1,22,0,-1,15,14,0,20
CC(=O)N=c1sc2c3ccccc3ccc2n1C,-4,1.0,25,-15,1,37,-1,-2,33
Cc1[nH]c2ccccc2c1/C=N/NC(=O)c1cc(-c2cccs2)[nH]n1,-3,0.9,23,-16,21*,2,11,1,2
COc1ccc(-c2nnco2)cc1OC,-2,-0.7,9,-1,-4,-6,4,-3,9
CN(C)CCn1nnc2c(=O)oc3ccccc3c21,0,-1.0,-4,-6,0,3,-2,-3,1
Cc1cccc(OCC(=O)Nc2nonc2NC(=O)COc2cccc(C)c2)c1,-3,20,-4,-8,0,-8,5,-2,-2
Cc1c(C)n(C(=O)CSc2nncn2C)c2ccccc12,-3,0.1,7,-3,-2,-8,18,-4,5
COc1ccc2cc(-c3csc(-c4cccnc4)n3)ccc2c1,-3,-1.6,14,12,26*,-5,-4,-1,5
COc1cccc(NC(=O)CN(C)C(=O)c2cc3c(s2)CCC(C)C3)c1 (centres undefined),0,0.7,35,14,-1,15,9,-4,8
CCNC(=O)C(=O)c1c(-c2ccccc2)[nH]c2ccccc12,0,0.3,10,8,-2,8,6,-4,8
O=C(NCCOc1ccccc1)c1ccc2c(c1)OCO2,-2,-0.1,-2,-24,1,-4,6,2,6
O=C1CCCN2N=C(SCC(=O)Nc3cccc(F)c3)SC2=N1,-2,50*,3,-18,-2,-7,1,-1,-4
CCN(CC(=O)Nc1ccc2c(c1)OCCO2)CC(=O)Nc1cc(C)on1,-1,-1.3,14,10,-1,-4,28,1,4
CCOC(=O)N/N=C/c1cn(Cc2ccc(Cl)cc2)c2ccccc12,0,3.3,22,6,-4,16,9,2,15
O=S(=O)(NCc1ccc2c(c1)OCO2)c1c(F)cc(F)cc1Br,1,0.5,16,30,-1,3,26,-2,0
Cc1cc(C)cc(NC(=S)NCCCN2CCOCC2)c1,4,3.3,10,11,0,-2,22,-2,8
O=C(O)c1ccc2c(c1)nnn2C1CCCCC1,0,-1.5,1,1,0,-23,10,2,-3
# Next records.
SMILES,MIN6 prolif,MPTP block,tim23-1 inh,APJ antagonist,NR3A LBD binder,TIM10 inh,NLRP3 yeast inh,APJ agonist,tim10-1 inh
Clc1ccc(Cl)c(-c2nc(-c3ccncc3)no2)c1,-3,4.3,18,13,1,4,-11,0,-2
CCc1nc2ccc(C(=O)N3CCN(CC)CC3)cc2nc1CC,3,2.5,-3,-2,0,-13,1,-4,1
O=C(CCC1CCCC1)N1CCN(C(=O)c2ccco2)CC1,-2,-1.9,9,11,3,12,16,1,22
Cc1nc2c(C)cccc2cc1C(=O)N/N=C/c1ccc(C(=O)O)cc1,0,-1.4,4,7,0,16,-10,-1,3

# In a second layout: results already given
SMILES | MIN6 prolif | MPTP block | tim23-1 inh | APJ antagonist | NR3A LBD binder | TIM10 inh | NLRP3 yeast inh | APJ agonist | tim10-1 inh
CCc1nc2ccc(C(=O)N3CCN(CC)CC3)cc2nc1CC | 3 | 2.5 | -3 | -2 | 0 | -13 | 1 | -4 | 1
O=C(CCC1CCCC1)N1CCN(C(=O)c2ccco2)CC1 | -2 | -1.9 | 9 | 11 | 3 | 12 | 16 | 1 | 22

# Compounds above with an aryl methoxy group (12):
SMILES,MIN6 prolif,MPTP block,tim23-1 inh,APJ antagonist,NR3A LBD binder,TIM10 inh,NLRP3 yeast inh,APJ agonist,tim10-1 inh
COc1ccc(C(=O)Oc2ccc3ccc(=O)oc3c2)cc1,1,-0.5,9,-2,-2,5,12,-1,9
COC(=O)c1c(-c2ccc(S(C)(=O)=O)cc2)sc2cc(OC)ccc12,-1,1.8,22,7,0,22,4,-2,12
COc1ccc(-n2c(COc3ccc4ccccc4c3)nnc2SCC(=O)NCc2ccco2)cc1,-5,-0.2,19,13,6,20,12,-4,5
COc1cc(/C=C2/SC(=S)N(CC(=O)Nc3cccnc3)C2=O)cc(OC)c1OC,0,6.3,16,23,-5,2,11,-1,7
COc1ccc(NC(=S)N2CCCC(c3nc4ccc(C)cc4[nH]3)C2)cc1 (centres undefined),-1,-0.9,3,-9,2,15,23,1,8
COc1ccc(CCCC(=O)NC2CCCCC2)cc1,-6,0.3,9,13,0,21,22,2,2
COc1ccc(CNC(=O)/C=C/c2ccc(S(=O)(=O)N3CCOCC3)cc2)cc1,-2,-0.5,2,2,2,-1,13,-2,5
COc1ccc(N2CCN(C(=O)COC(=O)c3ccc(Cl)nc3)CC2)cc1,5,-1.6,-2,-19,-3,4,24,-1,11
COc1cccc(NC(=O)NC(=O)c2c(C)cc(Cl)nc2Cl)c1,0,0.1,38,0,0,20,2,18,36
COc1ccc(-c2nnco2)cc1OC,-2,-0.7,9,-1,-4,-6,4,-3,9
COc1ccc2cc(-c3csc(-c4cccnc4)n3)ccc2c1,-3,-1.6,14,12,26*,-5,-4,-1,5
COc1cccc(NC(=O)CN(C)C(=O)c2cc3c(s2)CCC(C)C3)c1 (centres undefined),0,0.7,35,14,-1,15,9,-4,8
